Screens from PubChem BioAssay.
TNF necrop inh – inhibitors of TNF-alpha triggered necroptosis, primary screen, cell-based, Jurkat FADD-/-, single concentration. AID 463075, 2010. Jurkat FADD-/- TNF necroptosis rescue, ATP luminescence, 24 h; 0 = TNF only, 100 = no-TNF cells. hit rate 0.068% among 220,000. activation (protection from cell death), % at 10 µM;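 active means activation, meaning protection from cell death, of at least 50% relative to plate controls; inactive means activation below 50%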;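 further: necroptosis triggered by 40 ng/mL TNF-alpha added together with compound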
zfTRPN1 agonist – zebrafish TRPN1 channel agonists, primary screen, cell-based, HEK293, calcium fluorescence; HEK293 zebrafish TRPN1-YFP, Fluo-8 calcium fluorescence; 100% = response to 87 µM carbachol; hit rate 0.18% among 220,000; AID 1424, 2008; activation, % at 3 µM;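 active means activation above its plate's cutoff, the mean activation of test wells on that plate plus 3 SD, cut at about 19% in these data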;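 further: 0% = DMSO alone and 100% = 87 µM carbachol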
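Material: zebrafish TRPN1-YFP in HEK293 cells. Doses: one dose of 3 µM, 0.3% DMSO. Incubation: dye 1 h 37 °C plus 30 min RT. Measured by: intracellular calcium fluorescence with Fluo-8.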
Ba/F3 V617F tox – reduced viability of JAK2V617F-dependent Ba/F3 cells, primary screen, JAK2V617F inhibitor project, cell-based, Ba/F3 EpoR-JAK2V617F, luminescence | hit rate 1.1% among 220,000 | ATP luminescence | inhibition, % at 5.6 µM | AID 1446, 2008;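 active means inhibition above the campaign mean plus 3 SD over all tested compounds, cut at about 24% in these data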;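 further: cytokine-independent growth of Ba/F3 cells driven by EpoR plus mutant JAK2; 0% = DMSO-treated cells and 100% = JAK inhibitor I control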
BaF3 tox – parental Ba/F3 cell viability inhibition, counter-screen for JAK2V617F inhibitor project, murine pro-B, CellTiter-Glo luminescence | hit rate 1.1% among 220,000 | CellTiter-Glo ATP luminescence | inhibition, % at 5.6 µM;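 active means inhibition above a per-campaign cutoff, the mean inhibition of all tested compounds plus 3 SD, cut at about 27% in these data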;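 further: 0% = DMSO wells and 100% = JAK Inhibitor I control wells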
Wee1 stabilizer – Wee1 degradation inhibitors, primary screen, cell-based, HeLa, Wee1K328M-luciferase, luminescence; reporter increase, % at 5 µM; Wee1-like protein kinase (Homo sapiens), P30291; hit rate 1.2% among 220,000; AID 1321, 2008; HeLa Luc-Wee1K328M stability; 100% = proteasome inhibitor MG132 effect;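 active means activation above the mean of all tested compounds plus 3 SD, set per screening run, cut at about 8.8% in these data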;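 further: cells exposed to compound for 20 h before luminescence read; 0% = DMSO alone and 100% = MG132 at 30 µM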
CHOP inhibitor – inhibitors of CHOP promoter induction, primary screen, cell-based, unfolded protein response, luciferase reporter; CHO-K1 CHOP-promoter luciferase, tunicamycin-induced, 15-18 h; inhibition, % at 10 µM; hit rate 3.8% among 220,000;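 active means compounds that reduced the stress-induced luciferase reporter signal by more than about 70% of percent inhibition, limit read from the data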;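 further: 0% = tunicamycin plus vehicle and 100% = wells without tunicamycin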
TRPML3 agonist – human TRPML3 channel agonists, primary screen, cell-based, HEK293 TRPML3-YFP, Fluo-8 calcium fluorescence, 3 µM | 100% = the carbachol control signal | hit rate 0.29% among 220,000 | activation, % at 3 µM | Mucolipin-3 (Homo sapiens), Q8TDD5 | AID 1448, 2008;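 active means activation above its plate's cutoff, the mean activation of the plate's test wells plus 3 SD, cut at about 12% in these data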;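 further: 0% = DMSO only wells and 100% = carbachol wells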
Target sequence (Q8TDD5 whole entry, looked up): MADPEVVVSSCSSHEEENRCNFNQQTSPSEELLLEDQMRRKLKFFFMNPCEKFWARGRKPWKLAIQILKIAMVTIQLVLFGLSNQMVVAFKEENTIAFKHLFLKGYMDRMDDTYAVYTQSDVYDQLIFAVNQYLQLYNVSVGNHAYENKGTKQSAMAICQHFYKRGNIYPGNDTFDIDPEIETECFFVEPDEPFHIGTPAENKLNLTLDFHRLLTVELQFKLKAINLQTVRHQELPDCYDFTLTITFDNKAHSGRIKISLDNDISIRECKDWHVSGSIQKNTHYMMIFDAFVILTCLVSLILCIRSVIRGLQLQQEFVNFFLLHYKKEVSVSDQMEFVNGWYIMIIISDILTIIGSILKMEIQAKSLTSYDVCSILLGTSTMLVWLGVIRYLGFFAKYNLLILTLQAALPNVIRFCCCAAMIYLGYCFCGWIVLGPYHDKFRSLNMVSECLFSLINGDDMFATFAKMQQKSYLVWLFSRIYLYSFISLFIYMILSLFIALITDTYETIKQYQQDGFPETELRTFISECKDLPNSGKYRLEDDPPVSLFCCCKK
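system = HEK293 cells stably carrying human TRPML3-YFP | doses = one concentration, 3 µM nominal, 0.3% DMSO | timing = dye loading 1 h 37 °C then 30 min ambient, 125 s read | detection = Fluo-8 calcium dye fluorescence, ex 470-495, em 515-575 nm | benchmarks = high control carbachol 87 µM, low control DMSO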
PPC-1+TRAIL kill – compounds killing PPC-1 cancer cells with TRAIL present, primary screen, TRAIL potentiator project, ATPLite luminescence, uHTS; PPC-1 cells + TRAIL, ATPLite viability luminescence; cell killing (% activity), % at 4 µM; hit rate 0.41% among 220,000;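 active means cell killing above 50% in the first pass at 4 µM, then a duplicate retest at 5 µM averaging 50% or more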;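 further: plate controls were cells with TRAIL plus DMSO for no effect and medium-only wells lacking cells for full effect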
RBBP9 inh – human RBBP9 inhibitors, primary screen, biochemical, fluorescence polarization, FP-Rh probe, HTS. hit rate 0.2% among 220,000. recombinant RBBP9. inhibition, % at 7.94 µM;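 active means inhibition above the campaign mean of all tested compounds plus 3 SD, cut at about 14% in these data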;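 further: plate controls were DMSO wells with RBBP9 for no effect and wells lacking RBBP9 protein for full effect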
Target sequence (O75884 whole entry, looked up): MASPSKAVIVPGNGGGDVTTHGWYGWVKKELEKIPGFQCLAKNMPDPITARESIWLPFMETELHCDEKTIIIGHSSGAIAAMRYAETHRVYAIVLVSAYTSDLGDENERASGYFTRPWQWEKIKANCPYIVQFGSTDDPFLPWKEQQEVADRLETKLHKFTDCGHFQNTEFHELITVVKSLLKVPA
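System: RBBP9 protein | Quantity: 2.5 µM RBBP9 dispensing solution, before mixing | Reagent: FP-Rh probe, 375 nM dispensing solution | Timing: Enzyme-compound preincubation 30 min, then probe labeling 45 min, 25 °C | Measured by: Fluorescence polarization | Read-out: % inhibition | Replication: One well per compound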
The depositor's hits bear a star.

SMILES | TNF necrop inh | zfTRPN1 agonist | Ba/F3 V617F tox | BaF3 tox | Wee1 stabilizer | CHOP inhibitor | TRPML3 agonist | PPC-1+TRAIL kill | RBBP9 inh
Cc1cc(C)nc(N2CCN(CC(=O)NCc3ccccc3)CC2)n1 | 1.2 | 1.5 | 2.3 | 6.8 | -1.0 | 13.2 | 0.0 | 2.0 | 2.9
CCNC(=S)Nc1c(C)n(C)n(-c2ccccc2)c1=O | 0.9 | 1.6 | 2.6 | 1.0 | -0.9 | -8.5 | 0.9 | 13.0 | -2.1
CC(C)CC(=O)Nc1ccnc(-c2ccncc2)n1 | 0.7 | 1.9 | 2.2 | 6.9 | 1.3 | 9.7 | 0.5 | 15.7 | -5.8
COc1cc(/C=N/NC(=O)c2ccc(COc3cc(C)ccc3C(C)C)cc2)cc(OC)c1O | 7.0 | -1.2 | -3.5 | 1.7 | 1.8 | 3.1 | 0.8 | 24.6 | 3.3
Cc1[nH]c(=O)[nH]c(=O)c1NS(=O)(=O)c1ccccc1 | 1.3 | -0.5 | 0.1 | 6.9 | -1.4 | -12.7 | 1.6 | 15.4 | 7.4
O=C(CSc1nnc(COc2ccccc2)n1Cc1ccco1)c1ccc(F)cc1 | 1.4 | 0.7 | 3.1 | 6.5 | 5.2 | 16.1 | 0.2 | -0.4 | -11.1
NC(=O)[C@H](Cc1cc2ccccc2s1)NC(=O)[C@@H]1CC2(CC(c3cccc(NC(=O)[C@@H]4CCC(=O)N4)c3)=NO2)CN1C(=O)/C=C/c1c(F)cccc1Cl (some centres undefined) | 0.5 | 0.2 | 0.0 | 1.7 | -2.1 | 28.5 | 0.5 | 13.5 | -32.0
CCN(CC)S(=O)(=O)c1cccc(C(=O)Nc2ccc(Cl)cn2)c1 | 2.2 | 2.4 | 0.9 | 3.9 | 1.6 | 15.7 | -2.2 | 12.6 | -0.5
COc1ccccc1N1CCN(C(=O)CSc2nc3ccccc3c(=O)n2CC2CCCO2)CC1 (centres undefined) | -5.7 | -0.7 | -2.1 | 4.5 | -2.1 | 11.1 | -1.0 | 15.2 | 4.7
Clc1cccc(N/N=C/c2ccc(N3CCOCC3)cc2)c1 | -3.1 | 0.4 | 0.9 | 2.6 | 1.6 | 26.0 | 0.4 | 6.1 | -4.6
COc1cccc(C(=O)NCC(=O)N/N=C(C)\C=C\c2ccccc2)c1 | 1.0 | -1.8 | 4.8 | 0.8 | 0.9 | 25.2 | -0.5 | 27.3 | -0.5
CCCC(=O)Nc1nnc(-c2ccco2)s1 | -1.1 | 1.1 | -0.4 | 9.2 | 8.7 | 19.0 | 0.1 | 12.1 | -4.1
O=C(COC(=O)CCCNC(=O)c1ccc(Cl)cc1)Nc1cc(Cl)ccc1Cl | 0.7 | 0.6 | -1.3 | 2.3 | 0.5 | 14.5 | 0.3 | 18.8 | -5.5
O=C(NC12CC3CC(CC(C3)C1)C2)c1ccc(COc2ccc(Cl)cc2[N+](=O)[O-])o1 | -1.8 | -0.6 | -0.8 | 1.3 | 2.3 | 34.6 | -0.5 | 29.9 | -15.9
COC(=O)c1c(C(=O)OC)c(C)n(Cc2cccnc2)c1C | 0.1 | -1.1 | -1.3 | 3.8 | -1.5 | 8.0 | 0.2 | -0.5 | -4.3
C(=N\N1CCOCC1)/c1cccs1 | 1.3 | 0.5 | -0.3 | 3.7 | 2.6 | -18.6 | 1.2 | -4.6 | -7.3
O=C1Nc2ccccc2N(O)N1c1ccc(Cl)c(Cl)c1 | -0.1 | 1.0 | 1.0 | 8.2 | 0.5 | -2.7 | 1.1 | 26.4 | 5.6
O=C(COc1ccc([N+](=O)[O-])cc1)Nc1ccc(CN2CCOCC2)cc1 | 0.7 | 4.8 | 1.9 | 2.1 | 0.2 | 9.7 | 3.1 | 20.5 | -11.4
CCOc1ccc2cc(C#N)c(SCC(=O)NC(C)CC)nc2c1 (centres undefined) | -11.0 | 0.6 | 2.3 | 2.8 | 0.1 | 4.8 | 1.6 | 1.7 | -4.4
CCCCN1C(=O)CN(CCc2ccccc2)C(=O)C1c1ccc(OC)cc1 (centres undefined) | -1.6 | -0.4 | -2.2 | 1.9 | -0.4 | 5.1 | -0.7 | 7.9 | -6.4
Cc1ccc(-c2cc(-c3ccc(Cl)cc3)c(C#N)c(N)n2)o1 | -5.4 | 0.7 | 0.0 | 6.3 | -0.5 | 97.9* | -1.0 | -7.4 | 4.1
Cc1ccc(C(=O)Nc2ccc(C(=O)N/N=C/c3c[nH]c4ccccc34)cc2)cc1 | 3.8 | 1.1 | -1.8 | 3.0 | 1.3 | -17.9 | 0.2 | 25.1 | 4.3
Cn1c(=O)c2c(nc(N3CCOCC3)n2CC(=O)C23CC4CC(CC(C4)C2)C3)n(C)c1=O | -1.7 | -0.4 | -4.3 | 1.5 | -0.6 | 9.1 | 0.0 | 19.9 | -4.2
Cc1[nH]c(=O)[nH]c(=O)c1S(=O)(=O)N1c2ccc(F)cc2CCC1C (centres undefined) | -0.6 | -0.2 | -0.4 | 5.3 | -1.9 | -5.3 | 0.4 | 19.1 | -2.5
CNC(=O)C(=O)Nc1ccc(C)cc1C | 0.5 | 0.1 | 0.2 | 9.3 | -1.5 | 4.4 | 0.9 | 8.0 | 2.3
NC(=O)Cn1cc(C(=O)c2cccs2)c2ccccc21 | -0.1 | 1.3 | 4.3 | 6.5 | -1.6 | 41.9 | 0.5 | 3.4 | 4.5
Cn1c(=O)c2cc(S(=O)(=O)Nc3ccc4c(c3)OCO4)ccc2n(C)c1=O | -4.2 | 0.2 | 6.4 | 15.6 | -0.6 | 42.4 | -0.5 | 31.4 | 3.9
Cc1ccc(NC(=S)N2CCN(c3ncccn3)CC2)cc1C | -1.1 | -0.3 | -1.3 | 10.8 | 2.2 | -4.3 | 1.3 | -7.4 | -0.7
CCOC(=O)c1nn(-c2cccc(C)c2)c2nc(-c3ccccc3)c(C#N)c(=O)n12 | 1.0 | -1.9 | -5.3 | 3.1 | 0.1 | -14.2 | 0.5 | -5.5 | 2.1
CCC(C)NC(=O)C(=O)NC1CCCC1 (centres undefined) | 0.7 | 0.0 | -0.4 | 3.5 | -1.4 | -6.3 | 1.1 | 27.5 | -6.6

Only Wee1 stabilizer, for some of the entries so far:
smiles,Wee1 stabilizer
Cc1ccc(-c2cc(-c3ccc(Cl)cc3)c(C#N)c(N)n2)o1,-0.5
Cc1ccc(C(=O)Nc2ccc(C(=O)N/N=C/c3c[nH]c4ccccc34)cc2)cc1,1.3
Cn1c(=O)c2c(nc(N3CCOCC3)n2CC(=O)C23CC4CC(CC(C4)C2)C3)n(C)c1=O,-0.6
Cc1[nH]c(=O)[nH]c(=O)c1S(=O)(=O)N1c2ccc(F)cc2CCC1C (centres undefined),-1.9

Other records.
SMILES | TNF necrop inh | zfTRPN1 agonist | Ba/F3 V617F tox | BaF3 tox | Wee1 stabilizer | CHOP inhibitor | TRPML3 agonist | PPC-1+TRAIL kill | RBBP9 inh
C#CCCCCCCCCC(=O)NCCCC | -0.4 | -2.5 | 2.9 | 5.4 | 0.8 | 18.2 | -0.2 | 21.4 | -0.2
CC(C)=CC1C(C(=O)Nc2ccc(Br)cn2)C1(C)C (centres undefined) | 12.1 | -1.2 | -1.6 | 0.4 | -2.7 | 75.7* | 2.9 | 1.0 | -10.8
O=C(c1ccc2nc(-c3ccco3)c(-c3ccco3)nc2c1)N1CCN(c2ncccn2)CC1 | -1.4 | 1.3 | -0.1 | -1.0 | 6.5 | -35.5 | 0.7 | 14.8 | 0.9
CC1C/C(=C/c2cccn2C)C(=O)/C(=C/c2cccn2C)C1 (centres undefined) | -6.5 | 0.9 | 6.7 | 5.2 | 1.0 | -1.1 | 1.1 | 14.4 | 3.7
COc1ccccc1/C=C/C(=O)NCC(=O)N/N=C/c1cc(Br)ccc1OC | -2.6 | 0.0 | 0.8 | 7.4 | 0.3 | 54.4 | 0.2 | -9.6 | 0.6
O=C(N[C@H](C(=O)O)c1ccccc1)C1CCC(Cn2nnc3ccccc3c2=O)CC1 (some centres undefined) | 0.2 | 2.3 | 5.0 | 4.7 | -1.2 | -4.0 | 0.1 | 5.8 | -0.4
Cc1ccc(NC(=O)c2nc(C)n(-c3ccc([N+](=O)[O-])cc3)n2)cc1 | -4.2 | 0.1 | 1.5 | -1.0 | -1.3 | 30.4 | -0.5 | 18.6 | 5.3
Cc1cc(C)nc(SCc2cc(=O)c(OC(=O)c3cccc([N+](=O)[O-])c3)co2)n1 | 1.0 | 1.9 | -0.8 | 6.4 | 1.1 | 17.2 | 0.8 | 15.1 | -4.8
CCN(CC)CCN1C(=O)c2ccccc2NC1c1ccccc1F (centres undefined) | 0.3 | 0.1 | 0.4 | 1.0 | 0.5 | 21.3 | 1.0 | -7.3 | 8.9
COc1ccc2c(Cl)c(C(=O)NN3CCN(C)CC3)sc2c1 | 4.3 | 1.2 | 2.7 | 2.8 | 7.0 | 11.5 | 1.0 | 24.2 | -8.3
CC1(C)Cc2c(C#N)c(SCc3ccccc3)nc(N3CCOCC3)c2CO1 | -1.9 | -1.6 | 1.2 | 11.2 | 0.6 | 19.6 | -0.6 | 16.5 | 0.9
CC1=C(C)C(=O)N(CCC(=O)O)C1=O | 0.3 | 0.7 | 1.4 | 4.8 | -1.4 | 36.8 | 0.5 | 21.4 | -7.5
CCN(C(=O)COC(=O)c1cccnc1SC)C1CCS(=O)(=O)C1 (centres undefined) | -0.3 | 0.0 | 3.1 | 9.4 | 2.4 | 27.9 | 0.3 | 38.8 | 0.8
Cc1ccc(S(=O)(=O)Nc2nc(C)c(NC(=O)Nc3ccc(Cl)cc3Cl)s2)cc1 | -2.3 | -0.6 | 6.3 | 4.4 | -2.2 | 25.4 | 0.0 | 14.8 | 4.8
Cc1cc2c(cc1C)C(c1cc(Br)ccc1F)CC(=O)N2 (centres undefined) | -5.6 | -1.1 | 0.8 | 6.3 | 0.3 | 26.3 | 0.5 | 17.2 | -3.9

No enrichment for hits; overall some 6.8% were active at least once.
